Bcl-xL primary: inhibitors of human Bcl-xL, primary screen, biochemical, fluorescence polarization, HTS | 320,000 tested, 0.7% active | Bcl-2-like protein 1 (Homo sapiens), Q07817 | GST-Bcl-xL / FITC-Bim BH3 peptide fluorescence polarization | inhibition, % at 10.9 µM | AID 2129, 2009;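 active = inhibition above the mean of all tested compounds plus 3 SD, cutoff set per campaign, cut at about 30% in these data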;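 note: 0% = DMSO wells and 100% = unlabeled Bim-BH3 peptide competitor; inhibitors lower millipolarization by displacing the labeled peptide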
Target sequence (Q07817 whole entry, looked up): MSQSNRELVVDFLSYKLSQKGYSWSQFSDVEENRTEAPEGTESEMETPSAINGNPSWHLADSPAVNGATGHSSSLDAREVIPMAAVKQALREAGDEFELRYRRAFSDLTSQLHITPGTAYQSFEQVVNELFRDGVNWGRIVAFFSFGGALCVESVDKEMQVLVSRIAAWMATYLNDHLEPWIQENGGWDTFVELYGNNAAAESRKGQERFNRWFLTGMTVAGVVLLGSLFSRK
MEX-5 binding: MEX-5 zinc finger RNA-binding disruptors – biochemical, C. elegans, fluorescence polarization, MLPCN library, primary screen. Zinc finger protein mex-5 (Caenorhabditis elegans), Q9XUB2. MEX-5/FITC-TCR2 RNA binding; active compounds read low. activity score (negative = inhibition of binding), % at 10 µM. 300,000 tested, 0.38% active;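 active = inhibition past about -25% in most replicates, and total fluorescence under double the plate's negative control median, limit read from the data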;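 note: 0% = DMSO and -100% = 5 µM competing unlabeled TCR2 RNA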
PME-1 primary: PME-1 inhibitors via competitive probe labeling, primary screen, biochemical, fluorescence polarization, FP-Rh probe, HTS. Protein phosphatase methylesterase 1 (Homo sapiens), Q9Y570. recombinant PME-1. inhibition, % at 5.9 µM. 320,000 tested, 0.53% active. AID 2130, 2009;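 active = inhibition above the campaign mean of all compounds plus 3 SD, cut at about 26% in these data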;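 note: competitive labeling of PME-1 active site by serine hydrolase directed probe; 0% = PME-1 with DMSO and 100% = wells lacking PME-1 enzyme; inhibitors block probe labeling so polarization falls and inhibition rises; many of its hits are not listed in these tables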
Fam108B counter: mouse Fam108B serine hydrolase inhibitors, primary screen, counter-screen for RBBP9 inhibitor project, biochemical, fluorescence polarization; 300,000 tested, 0.33% active; inhibition, % at 9.51 µM; AID 1947, 2009; recombinant Fam108B, FP-Rh probe fluorescence polarization;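 active = inhibition above the screen mean inhibition plus 3 SD, computed separately per campaign, cut at about 18% in these data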;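 note: inhibitors lower polarization as less probe binds the enzyme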
PAD4 FP inh: human PAD4 inhibitors, primary screen, biochemical, fluorescence polarization, 1536-well format. Protein-arginine deiminase type-4 (Homo sapiens), Q9UM07. recombinant PAD4, RCA probe fluorescence polarization. inhibition, % at 6.36 µM. 330,000 tested, 0.41% active;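 active = percent inhibition above a cutoff equal to the mean of all tested compounds plus 3 SD, cut at about 15% in these data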;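 note: 0% = PAD4 with RCA probe and DMSO and 100% = probe without PAD4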
GSTO1 counter: inhibitors of recombinant GSTO1, primary screen, counter-screen for RBBP9 inhibitor project, biochemical, fluorescence polarization | Glutathione S-transferase omega-1 (Homo sapiens), P78417 | activity-based probe fluorescence polarization | inhibition, % at 5.96 µM | 300,000 tested, 1.1% active;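 active = inhibition above the campaign mean inhibition plus 3 SD, cut at about 35% in these data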;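 note: 0% = GSTO1-1 with DMSO and 100% = wells lacking GSTO1-1 enzyme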
Target sequence (P78417 whole entry, looked up): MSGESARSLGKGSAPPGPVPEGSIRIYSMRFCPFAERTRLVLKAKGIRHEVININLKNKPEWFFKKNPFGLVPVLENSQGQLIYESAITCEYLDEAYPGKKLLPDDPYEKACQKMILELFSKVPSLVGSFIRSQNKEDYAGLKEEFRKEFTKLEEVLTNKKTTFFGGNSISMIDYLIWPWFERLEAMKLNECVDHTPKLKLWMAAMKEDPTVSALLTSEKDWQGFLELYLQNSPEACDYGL
MCL1-BIM inh: inhibitors of MCL1 binding to BIM-BH3, primary screen, biochemical, fluorescence polarization; Induced myeloid leukemia cell differentiation protein Mcl-1 (Homo sapiens), Q07820; GST-MCL1 / FITC-Bim-BH3 fluorescence polarization; inhibition, % at 10.9 µM; 320,000 tested, 0.68% active; AID 2057, 2009;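 active = inhibition above the mean inhibition of all tested compounds plus 3 SD, set per campaign, cut at about 40% in these data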;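 note: 0% = DMSO wells and 100% = unlabeled Bim-BH3 peptide control; higher means more loss of mP so more displacement of Bim peptide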
Target sequence (Q07820 whole entry, looked up): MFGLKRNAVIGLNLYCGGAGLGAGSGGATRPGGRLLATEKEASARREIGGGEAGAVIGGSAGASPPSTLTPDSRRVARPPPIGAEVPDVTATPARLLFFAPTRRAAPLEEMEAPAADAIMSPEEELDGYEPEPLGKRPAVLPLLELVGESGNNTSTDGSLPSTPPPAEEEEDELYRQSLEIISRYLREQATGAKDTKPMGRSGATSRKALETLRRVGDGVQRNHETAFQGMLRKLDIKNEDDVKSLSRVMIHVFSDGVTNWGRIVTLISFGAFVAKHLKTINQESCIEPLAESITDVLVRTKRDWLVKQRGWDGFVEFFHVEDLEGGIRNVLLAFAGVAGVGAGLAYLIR
GLD-1 RNA inh: GLD-1/TGE RNA complex disruptors, primary screen, biochemical, fluorescence polarization. Female germline-specific tumor suppressor gld-1 (Caenorhabditis elegans), Q17339. purified GLD-1 + fluorescein TGE RNA. inhibition, % at 5.96 µM. 320,000 tested, 0.44% active;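 active = percent inhibition above a per-plate cutoff, the plate mean of test compounds plus 3 SD, cut at about 30% in these data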;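 note: 0% = DMSO wells with GLD-1 and probe and 100% = wells lacking GLD-1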
TPT1 inh: Candida albicans TPT1 enzyme inhibitors, primary screen, biochemical, fluorescence polarization; tRNA 2'-phosphotransferase TPT1 (Candida albicans SC5314); recombinant caTPT1, FP RNA substrate dephosphorylation; inhibition, % at 5 µM; 300,000 tested, 0.81% active;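 active = inhibition above the mean of all tested compounds plus 3 SD, set per screening campaign, cut at about 24% in these data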;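 note: plate controls were DMSO alone for no effect and ferristatin control at 100 nM for full effect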
Starred values were filed as active, the others as inactive; · = no result given. These rows are one share of the data; the hit share may differ from the screen's.

SMILES	Bcl-xL primary	MEX-5 binding	PME-1 primary	Fam108B counter	PAD4 FP inh	GSTO1 counter	MCL1-BIM inh	GLD-1 RNA inh	TPT1 inh
Cc1noc(C)c1CSCC(=O)N(C)CC(=O)Nc1ccc(Cl)cc1	-2	1.5	-3	2	1	5	-2	6	1
CCN1CCN(S(=O)(=O)c2ccc(Cl)c(C(=O)N(C)Cc3ccc(F)cc3)c2)CC1	5	2.1	2	4	6	7	3	6	-4
CCCCCCCCSc1nnc2[nH]c(=O)cc(N)n12	2	-2.5	1	4	-1	11	1	9	-6
CCSc1ccc2c(c1)N(CCCN1CCN(C)CC1)c1ccccc1S2	8	·	1	-1	4	3	13	3	1
COc1cc(-c2nnc(NC(=O)c3ccc(S(=O)(=O)N4CCOCC4)cc3)o2)cc(OC)c1OC	1	0.2	1	1	-4	-4	-3	-6	-1
CN(c1ccccc1)S(=O)(=O)c1ccc(NC(=O)c2ccc(F)cc2)cc1	0	-3.2	-7	-6	9	-8	-3	-1	0
COc1ccc(NC(=O)Nc2ccc3c(c2)CCC3)c(OC)c1	5	0.6	0	-3	-6	0	4	-2	2
CCOc1ccc(NC(=O)Cn2nc(C(N)=O)c3ccccc3c2=O)cc1S(=O)(=O)N1CCCC1	-2	·	2	·	-3	·	-13	7	·
CCn1c(SCC(=O)OCC(=O)N2c3ccccc3NC(=O)C2(C)C)nnc1-c1ccco1	0	-4.4	3	-4	-2	0	-5	2	-5
COc1ccc(-c2oc3ccccc3c2C(=O)OCc2ccccc2OC)cc1	3	2.1	-6	-5	-2	8	-1	5	1
Cc1ccc(NC(=O)N2CCCCC2)cc1[N+](=O)[O-]	6	0.4	2	-2	3	4	4	-4	-1
COC(=O)c1ccccc1-c1ccc(C(c2c(C)[nH][nH]c2=O)c2c(C)[nH][nH]c2=O)o1	11	-2.1	-3	4	54*	65*	14	4	-4
OCCN=C1CCCc2c1[nH]c1ccc(Cl)cc21	2	1.2	-8	-1	-1	10	-1	-1	4
CNc1nc(N/N=C/c2cc3c(cc2[N+](=O)[O-])OCO3)nc(Nc2ccccc2)n1	3	-0.1	-2	4	-9	-7	-2	-5	2
CCOc1ccc(Nc2ncnc3c2nnn3Cc2ccccc2)cc1	5	-3.0	-2	3	0	10	-1	0	-5

Ordered by the number under MEX-5 binding (high to low): 3 from the list above
Structure | MEX-5 binding
Cc1noc(C)c1CSCC(=O)N(C)CC(=O)Nc1ccc(Cl)cc1 | 1.5
OCCN=C1CCCc2c1[nH]c1ccc(Cl)cc21 | 1.2
CCCCCCCCSc1nnc2[nH]c(=O)cc(N)n12 | -2.5

Going on with the list:
SMILES	Bcl-xL primary	MEX-5 binding	PME-1 primary	Fam108B counter	PAD4 FP inh	GSTO1 counter	MCL1-BIM inh	GLD-1 RNA inh	TPT1 inh
CSCCC(NC(=O)COc1ccccc1)C(=O)NCCOc1ccccc1 (stereo not drawn)	7	·	-8	·	0	·	7	5	·
CC(C)N(CCNC(=O)c1ccc(NC2=NC3CS(=O)(=O)CC3S2)cc1)Cc1ccco1 (stereo not drawn)	-4	-1.0	0	2	3	2	1	1	-3
O=C1CCCCC1S(=O)(=O)c1ccccc1 (stereo not drawn)	5	1.8	-2	-3	4	3	8	5	-4
Cc1cc(O)c(-c2n[nH]c3c2C(c2cccc(O)c2)N(Cc2cccnc2)C3=O)cc1Cl (stereo not drawn)	1	1.3	13	11	-1	-10	3	-1	-5
Cc1ccccc1NC(=O)c1ccno1	1	1.4	7	-1	-1	3	4	-4	-2
O=c1c2ccccc2n(Cc2ccc(F)cc2)c(=O)n1C1CCCC1	8	0.4	1	2	1	-8	11	0	-3
O=C(CCc1ccccc1)Nc1ccc(N2CCOCC2)cc1	8	0.5	6	-2	-8	9	6	-1	-2
CC(C)CCN1CCN(Cc2ccc(N3CCNC3=O)cc2)CC1CCO (stereo not drawn)	1	0.6	1	3	-3	6	3	-2	-1
O=c1cc(-c2ccc(Cl)cc2)oc(=O)[nH]1	6	-0.3	-7	3	5	-2	10	-4	1
Cc1c(C)c2c(OCC(=O)N3CCC(O)CC3)cc3c(c2oc1=O)CCC(C)(C)O3	1	-0.6	7	4	0	3	3	0	-1
O=C(O)CCc1ccc(-c2cccs2)n1CCC(=O)O	14	-9.9	-1	-1	-3	-1	13	13	1
O=C(CCCC(=O)OCC(Cl)=C(Cl)Cl)Nc1ccccc1	2	-1.6	-3	-4	-3	0	6	5	-3
CSc1nnc(CNS(=O)(=O)c2ccc(Br)cc2)n1C	2	-2.2	5	-4	-4	2	3	7	2
Nc1nc2ccccc2n1CCOc1ccc(Br)cc1	4	0.9	-2	1	-14	0	5	1	2
CCCN(C1CCS(=O)(=O)C1)S(=O)(=O)c1ccc(F)cc1 (stereo not drawn)	7	0.1	1	6	-2	-1	0	-3	-2
CCNC(=O)NC(=O)C(C)OC(=O)CNS(=O)(=O)c1c(Cl)cc(Br)cc1Cl (stereo not drawn)	-2	-0.4	-3	-6	-4	12	0	3	5
Cc1cc(C)n(CCN(C)C(=O)c2cc(COc3c(F)cccc3F)on2)n1	14	-0.2	-1	-2	-4	0	4	5	2
CC(Sc1ccccc1)C(=O)NN=C1CCCCCC1 (stereo not drawn)	4	-0.1	-6	1	-4	5	-9	3	-5
Cc1cccc(N2C(=O)SC(N(CC(=O)O)c3cccc(C)c3)C2=O)c1 (stereo not drawn)	4	-1.6	1	1	-3	5	7	2	2
Cc1ccc(CNC(=O)c2ccc3c(=O)n(CCCN4CCCC4=O)c(=S)[nH]c3c2)cc1	1	3.0	7	-2	0	21	5	-1	0
CNC(=O)COC(=O)/C=C/c1cccs1	2	-1.2	-4	-1	-3	-3	8	2	2
COc1ccc(OCc2ccc(C(=O)N3CCOCC3)cc2)cc1	1	0.6	-1	-3	-3	9	3	2	-4
NC(=O)CN1CCN(c2ccccc2F)CC1	3	·	-1	-4	6	4	1	1	-2
CCCCCN(C(=O)CCC(=O)OCc1ccccc1Cl)c1c(N)n(CCCC)c(=O)[nH]c1=O	-1	-1.2	8	4	0	3	7	0	2
O=C(Cc1noc2ccccc12)Nc1ccccn1	8	-0.3	3	-5	6	-1	-1	13	-8
C=CCNC(=O)CN(c1ccc(F)cc1)S(=O)(=O)c1ccc(OC)cc1	1	·	1	4	4	0	0	14	-1
CCOc1ccc2nc(C(C)O)[nH]c2c1 (stereo not drawn)	7	-2.8	5	-1	-2	-4	8	5	-4
Cc1cccc2c(N=NC(=O)c3ccc(NS(=O)(=O)c4cccs4)cc3)c(O)[nH]c12	15	·	16	·	-2	·	17	6	·
CCOC(=O)Cc1c(C)nc2c(-c3cccc(Br)c3)c[nH]n2c1=O	3	0.7	14	1	2	8	4	-2	0
CCOC(=O)CNc1nc(Cl)nc(NC(C)(C)C)n1	-1	0.0	-1	7	0	-10	-2	-6	4
CCOc1ccc(N(CC(=O)NCc2ccc(Cl)cc2)S(=O)(=O)c2c(C)noc2C)cc1	2	-0.2	4	1	4	8	1	-4	1
Cn1ncc2c(Nc3ccccc3Cl)nc(Cl)nc21	3	-1.4	-10	-2	0	-6	1	0	-1
CN(C)c1ccc(NC(=O)C2CCCN(S(=O)(=O)c3ccccc3)C2)cc1 (stereo not drawn)	7	4.0	1	-5	3	18	19	4	-1
Cc1[nH]nc(SCC(=O)N2CCOCC2)c1[N+](=O)[O-]	2	4.3	-3	5	-1	8	8	2	-3
Cc1nn(-c2ccc(F)cc2)c(Cl)c1C(=O)OC(C)C(=O)N(C)C1CCCCC1 (stereo not drawn)	2	·	2	·	0	·	0	5	·
Cc1nc2ccccc2[nH]c1=O	5	-1.2	0	3	5	-1	8	6	1
CSc1ccc(C(=O)C2CCCN(C(=O)c3ccsc3)C2)cc1 (stereo not drawn)	3	-1.8	4	5	3	12	12	4	-1
CCC(=O)N1CCN(c2ccc(NC(=O)c3ccc(Br)o3)cc2)CC1	0	-1.4	-3	5	-2	2	10	-4	-1
O=C(Nc1ccc(S(=O)(=O)Nc2ncccn2)cc1)c1cccc(S(=O)(=O)N2CCOCC2)c1	5	1.7	4	-4	-4	-8	5	-7	1
CC(=O)Nc1ccc(S(=O)(=O)NNC(=O)c2cccc(Cl)c2)cc1	2	0.3	0	4	3	1	-4	-1	1
COC(=O)CCC(NC(=O)c1cc(-c2ccc3c(c2)OCCO3)oc1C)C(=O)OC (stereo not drawn)	3	2.3	5	2	2	-1	4	-4	-2
Cn1c2ccccc2n2c(=O)c(=O)n(CC(=O)c3ccc(Cl)cc3)nc12	-3	1.4	4	7	0	4	1	-8	3
S=C(NC1CCCCC1)N1CCOCC1	5	3.3	4	1	-2	7	5	0	-5
COCC(=O)N(Cc1cc2ccc(C)cc2[nH]c1=O)c1cccc(C)c1	1	-0.7	-3	0	0	-1	1	2	1
CCC(=O)N1c2ccc(S(=O)(=O)CCC(=O)NCc3ccc4c(c3)OCO4)cc2CC1C (stereo not drawn)	8	-0.5	0	0	-3	2	10	3	-2
C/C=C(\C)CN1CCC(n2nccc2NC(=O)c2ccc3c(c2)OCO3)CC1	2	-0.9	8	0	-6	2	0	2	1
NC(=O)Cn1nc([N+](=O)[O-])nc1Oc1ccc(Br)cc1	7	-0.8	5	2	-2	8	5	0	-2
CCOC(=O)C1=C(C)N(c2ccc(OCC)cc2)C(=O)/C1=C\c1ccco1	5	-1.2	-1	2	-5	11	6	9	-3
N#CCCN(C(=O)COC(=O)c1cccc(S(=O)(=O)N2CCCC2)c1)c1ccc(F)cc1	5	1.9	4	-3	1	2	-4	2	0
O=C(NCc1ccc(Cl)cc1)N1CCN(Cc2ccccc2)CC1	7	2.5	-1	-2	-1	2	5	5	3
COc1ccc(C2C(C(=O)/C=C/c3ccco3)=C(O)C(=O)N2CCN2CCOCC2)cc1OC (stereo not drawn)	17	0.9	-7	-2	-8	10	6	10	5
COc1ccc(/C=C(/NC(=O)c2ccccc2)C(=O)NCCN2CCOCC2)cc1OC	-2	-1.2	1	-6	-6	-1	-4	5	-1
O=C(CCC(=O)OCc1ccc(Cl)cc1)Nc1ccccc1	0	-1.7	-1	-1	-1	-2	2	-4	0
Cc1cc(N2CCCC2=O)ccc1S(=O)(=O)NCCOc1ccccc1	4	-2.0	0	-1	-6	0	1	2	0
CC12CN3CCN(CC(C3)/C1=N/N=C/c1cccc([N+](=O)[O-])c1)C2	1	-1.8	3	6	-4	0	1	16	1

Assay outcomes (PubChem BioAssay)
